Assay outcomes from PubChem BioAssay.
AI-2 QS modul = modulators of Vibrio harveyi AI-2 quorum sensing system; Vibrio harveyi JMH597 AI-2 luminescence/OD600 ratio, 9 h; stronger effect = lower value; strain lacks LuxN and CqsS sensors; 0 = neutral-control median; activity change, % at 7.5 µM; 300,000 compounds, 0.4% hits; AID 2094; in the data active = activity change below about -75%, passing the limit was not always enough;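 note: luminescence divided by OD600 gain over 9 h not by final OD600 alone; inactives centre near 13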
HIF act = HIF pathway transcriptional activation. U2OS HRE-luciferase reporter, luminescence; normalized: DMSO 0%, desferrioxamine 100%. activation, % at 7.5 µM (by protocol). 300,000 compounds, 0.32% hits. AID 1910;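 active = mean activation of at least 10% of the iron chelator positive control signal, with at least half of replicates also reaching 10%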
aSyn UTR inh = MLPCN primary screen, SNCA 5' untranslated region | alpha-synuclein 5'UTR reporter, inhibitor activity | AID 1813 | 300,000 compounds, 0.82% hits | inhibition, % (tested at 7.5 µM); in the data active = inhibition above about 60%;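 note: H4 neuroglioblastoma cells stably carrying SNCA 5'UTR luciferase fusion; 0% = DMSO wells and 100% = positive control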
HSP90 inh = blocks HSP90-mediated luciferase refolding in reticulocyte lysate; Rabbit reticulocyte lysate, luciferase refolding luminescence, 3 h; 290,000 compounds, 0.91% hits; inhibition, % at 5.6 µM;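 active = inhibition above the screen-wide mean plus 3 SD, computed separately per campaign, cut at about 16% in these data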;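 note: 0% = DMSO wells and 100% = 60 µM geldanamycin wells; inhibitors lower the luminescence because luciferase stays unfolded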
HSF1 inh = HSF1 inhibition | 300,000 compounds, 0.77% hits | NIH3T3-HGL HSE-luciferase, MG132-induced, luminescence 8 h; stronger effect = lower value | activity change, negative = inhibition, % at 7.5 µM (by protocol) | AID 2098;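 active = more than half of replicate wells show activity change below -50%, luminescence cut by over half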;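 note: luciferase reports HSF-1 transcriptional activity via heat shock element; 0% = median of DMSO wells and -100% = zero luminescence signal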
Platelet DG rel = platelet dense granule release activity; human platelet-rich plasma, SFLLRN dense granule ATP release, luminescence; inhibition, %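 (compounds screened at 7.5 µM in platelet-rich plasma)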; 300,000 compounds, 0.22% hits; AID 1663;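 active = mean replicate score, as percent of positive control, at or above 50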
KLF5 inhibitor = kruppel-like factor 5 inhibition. DLD-1 KLF5 promoter-luciferase reporter, luminescence. inhibition, % at 5 µM. 290,000 compounds, 0.23% hits. AID 1700;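 active = inhibition above a per-plate limit of that plate's mean compound inhibition plus 3 SD, cut at about 60% in these data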;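 note: 0% = DMSO wells and 100% = LY294002 at 200 µM; higher means less KLF5 promoter-driven luciferase light; inactives centre near -14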
SKKanGAS inh = blocks kanamycin growth of S. pyogenes SKKanGAS strain | BacTiter-Glo, 6 h | inhibition, % at 7.5 µM | 300,000 compounds, 1.3% hits;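 active = mean replicate score, as percent of positive control median, at least 50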;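 note: strain carries kanamycin resistance gene driven by streptokinase promoter and grows in 40 µg/ml kanamycin; loss of luminescence reflects streptokinase promoter inhibition or plain growth inhibition; 0% = median of DMSO wells and 100% = positive control at its reference dose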
IEC-6 cytotox = kills IEC-6 intestinal cells in KLF5 counter-screen; IEC-6 cytotoxicity, luminescence viability; inhibition, % at 5 µM; 290,000 compounds, 0.78% hits; in the data active = inhibition above about 22%;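 note: 0% = plate median of test compound wells and 100% = cytotoxic reference compound wells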
HSF-1 act = increases HSF-1 driven luciferase reporter signal; AID 504408; 300,000 compounds, 1.7% hits; activation, % at 9 µM; NIH3T3-HGL HSF-1 luciferase reporter, MG132, 8 h; 100% = twice DMSO control signal;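 active = mean replicate activation of at least 50% with a set share of replicates each reaching 50%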;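 note: 0% = median of the neutral control wells and 100% = twice that signal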
The depositor's hits bear a star; · = not tested or not shown.

SMILES	AI-2 QS modul	HIF act	aSyn UTR inh	HSP90 inh	HSF1 inh	Platelet DG rel	KLF5 inhibitor	SKKanGAS inh	IEC-6 cytotox	HSF-1 act
COc1ccc(Br)cc1/C=C1\Oc2ccccc2NC1=O	1	1.0	27	-2	0	-5	-1	-3	8	12
COCCCNC(=S)NCCc1ccc(F)cc1	1	0.9	-49	-1	8	7	-38	2	-3	8
CC(C)NC(=O)CS(=O)(=O)c1ccccc1	6	-0.2	-2	-3	2	-1	-11	0	-2	0
COc1cc(/C=N/NC(=S)N/N=C/c2cc(OC)c(OC)c(OC)c2)cc(OC)c1OC	5	1.0	-21	3	1	7	10	15	-5	8
Cc1ccc(-n2nc3c(=O)n(CC(=O)NC(C)CCc4ccccc4)nc(C)c3c2C)cc1 (stereo not given)	8	0.7	27	0	1	2	-60	0	4	12
COc1cccc(NC(=S)C(C#N)=C2N(C)c3ccccc3N2C)c1	20	1.8	-86	2	4	-4	-41	3	9	17
CCCNC(=O)c1nnsc1S(=O)c1ccc(Cl)cc1 (stereo not given)	15	-0.8	-54	3	-96*	6	5	17	14	-96
COc1ccc(C(=O)Nc2ccccc2N2CCN(C(=O)c3ccccc3)CC2)cc1Br	4	-0.1	17	3	14	6	-34	32	5	40
O=C(CCS(=O)(=O)c1cccs1)Nc1ccc(C(=O)NC2CCN(Cc3ccccc3)CC2)cc1	8	0.2	-20	-2	-1	-4	-37	-11	4	6
CC(C)OC(=O)CSc1nnnn1-c1ccc2c(c1)OCCO2	16	1.8	-54	-3	26	7	-29	-4	-2	19
Cc1[nH]n2c(=O)c3c(nc2c1-c1ccc(F)cc1)CCCC3	16	-0.1	11	0	-5	4	-39	5	2	2
CCN(CC)C(=O)Oc1cc(=O)n(C)c2ccccc12	7	-1.4	-13	-1	-3	-7	0	-17	-1	-1
COC(=O)C1CCN(C(=O)c2cc3c(=O)n4cccc(C)c4nc3n2Cc2ccccc2)CC1	13	0.1	0	3	0	-2	7	8	-2	4
COc1ccc(N=C/C=C2\C=C(c3ccccc3)OC(C)(C)O2)cc1	15	5.5	-135	6	-15	1	-21	2	2	-19
CCOC(=O)C(CSCC(=O)c1ccc(Br)cc1)NC(=O)OC(C)(C)C (stereo not given)	2	0.7	-10	1	-1	0	-47	-4	1	0
Cc1ccccc1NC(=O)Cn1cnc2c(oc3ccccc32)c1=O	34	1.3	24	4	-2	0	18	-4	8	4
COc1ccc(S(=O)(=O)N2CCC(C(=O)Nc3nccs3)CC2)cc1	28	-0.3	12	-4	-8	-4	-30	4	0	-3
Clc1cc2nc(-c3cccnc3Cl)[nH]c2cc1Cl	24	4.2	-229	2	26	-5	-149	13	-2	55*
CCCCn1c(N)c(N(CCOC)C(=O)COc2ccc(C(C)=O)cc2)c(=O)[nH]c1=O	-4	0.5	-1	·	-8	8	·	-2	·	-1
CC12CC3CC(C)(C1)CC(Nc1nc(N4CCOCC4)nc4ccccc14)(C3)C2	10	-0.7	-1	1	-2	-4	-11	18	0	-11
Cc1ccc(NC(=O)c2cc(NC(=O)/C=C\C(=O)O)ccc2N2CCCCC2)cc1	24	0.0	-9	-3	-3	10	-27	9	-5	-4
Cc1ccc2cc(C=C(C#N)C#N)c(N3CCCCC3)nc2c1	21	·	-8	2	6	1	6	6	5	6
Oc1c(Br)cc(Br)cc1/C=N/NC(=S)N[C@H]1CC2C=CC1C2 (stereo not given in full)	3	-0.5	-38	-2	10	-8	-47	120*	-2	11
CN(C(=O)COc1ccccc1)c1nnc(C23CC4CC(CC(C4)C2)C3)s1	10	-0.1	9	-4	-2	4	-16	9	2	-17
CCn1ccnc1CN(C)Cc1nc(-c2ccccc2)no1	-2	0.8	-22	-3	-2	-2	-62	1	0	37
CC(C)Oc1nc(-c2ccccc2Cl)nc2ccccc12	17	0.1	12	1	1	2	6	-6	10	8
CCC(=O)Nc1ccc2nc(C3CC3)n(Cc3ccc(C(C)(C)C)cc3)c(=O)c2c1	34	2.0	-150	22*	-59*	9	-141	14	14	-64
CCN(CC)S(=O)(=O)c1cccc(NC2=NCCCCC2)c1	11	0.3	-13	3	-4	-4	-29	-5	4	-2
COc1ccccc1C(=O)NCCC(=O)N1CCN(c2cccc(C(F)(F)F)c2)CC1	-12	-0.2	-8	·	-2	4	·	-16	·	-4
CCOc1ccccc1N1Cc2cc(C)c(C)cc2C1	21	0.6	-47	-1	-5	6	-13	6	-7	-2
C=CCSC1=C(C#N)C(c2ccccc2OCC)CC(=O)N1 (stereo not given)	29	-0.3	32	-2	3	0	-9	-3	-1	13
CC(C)(C)NC(=O)COC(=O)c1snc(C(=O)NC2CCCCC2)c1N	16	0.4	-24	1	1	7	-9	-1	-2	10
COc1cccc(N2CCN(Cc3ncc(-c4ccccc4)o3)CC2)c1	14	-0.4	23	-3	10	11	6	-3	-1	10
COCCN(C(=O)CSc1nnc(-c2ccc(C)cc2)n1N)c1c(N)n(Cc2ccccc2)c(=O)[nH]c1=O	31	-0.1	7	-3	9	-27	-27	-3	-4	22
Cc1nc(SCC(=O)NCc2cccs2)nc(C)c1C	33	-0.2	0	-2	1	0	10	12	1	-8
CCOC(=O)c1c(-c2ccc(OCC)cc2)csc1NC(=O)CCN1C(=O)c2ccccc2C1=O	9	0.1	11	-1	4	2	-9	-3	-4	4
CCOc1cc(NC(=S)Nc2ccccc2)c(OCC)cc1NC(=O)c1ccccc1	24	-0.8	12	4	5	0	6	5	5	8
CCOC(=O)C(NC(=O)c1cccc(Cl)c1)(OCc1ccccc1)C(F)(F)F (stereo not given)	12	-0.9	-3	-2	-5	10	13	4	1	6
CCCCn1c(N)c(N(CCOC)C(=O)c2ccc(S(=O)(=O)N3CCCCC3)cc2)c(=O)[nH]c1=O	7	0.0	6	·	2	1	·	1	·	-13
CCC(SC1=N/C(=C/c2ccccc2OC)C(=O)N1c1ccccc1)C(=O)Nc1cc(C)on1 (stereo not given)	26	-0.5	-8	9	-6	0	1	-8	2	19
CCOc1ccc(NS(=O)(=O)c2cc(NC(=O)c3cccc(C)c3)ccc2Cl)cc1	21	-0.4	6	4	2	-2	-29	20	-2	19
Cc1ccc(CSc2nnc(-c3cnccn3)n2C)cc1	-35	1.1	-30	4	-1	-4	-8	-2	-9	12
CCn1ncc(Br)c1C(=O)NC1CCCCCCC1	29	-0.3	17	-5	0	-2	17	0	-1	18
O=C(Cc1ccccc1)NC(C(=O)O)C(O)c1ccc([N+](=O)[O-])cc1 (stereo not given)	10	1.5	2	2	-7	-1	-11	3	1	-13
COc1ccc(C)cc1NC(=O)c1ccc(NC(=O)CC2SC(N3CCCC3)=NC2=O)cc1 (stereo not given)	15	-0.5	26	3	0	6	-2	3	-5	-11
C/C(=N\NC(=O)c1cccnc1)c1ccc(Br)cc1	-3	0.5	-13	3	2	-7	-36	8	-1	31
COc1ccccc1-c1cc(C(=O)Nc2ccc(F)cc2F)no1	4	1.5	-155	3	8	-1	-2	-2	5	6
Cc1cc(-c2ccc(S(=O)(=O)N3CCN(c4ccc(F)cc4)CC3)s2)on1	7	-0.6	7	3	-2	10	-22	0	-1	1
COc1cc(OC)c(NC(=O)CCCn2c(=O)oc3ccccc32)cc1Cl	14	-0.1	-17	0	3	-10	-5	6	-4	13
Cc1cccn2c(=O)nc(SCC(=O)NCc3ccc4c(c3)OCO4)nc12	27	-61	-21	·	-1	-8	·	14	·	6
CN1C(=O)S/C(=C/c2ccc(OCc3cccc(C(=O)O)c3)cc2)C1=O	·	0.5	35	46*	2	0	-53	17	-6	-18
CCOc1ccc2c(c1)cc(CN(C(=O)CC)C1CCCCC1)c1nnnn12	11	-0.3	-11	-2	-4	-2	-3	-1	-4	8
CC1CCCCN1C(=O)CSc1nnc(-c2c[nH]c3ccccc23)o1 (stereo not given)	3	·	-53	8	11	-6	-41	-11	2	10
COc1ccc(/C=C/C(=O)c2c(C)cc(C)[nH]c2=O)c2ccccc12	11	-0.4	1	3	3	10	-17	-1	1	-4
O=C(/C=C/c1ccccc1)N/C(=C\c1ccco1)C(=O)O	15	-0.1	4	-1	-1	1	-17	0	-14	1
COc1ccc(-n2nc(C(=O)NCC(=O)NCCC3=CCCCC3)c3ccccc3c2=O)cc1OC	14	-0.2	12	1	-5	1	-10	3	2	13
COc1ccc(/C=N/n2c(SC)nnc(C(C)(C)C)c2=O)cc1OC	-4	0.1	14	8	-5	7	-7	-3	1	16
CCN(CC)C(=O)c1ccc(C(=O)c2ccccc2)cc1	13	0.1	1	2	7	-4	-50	-5	-1	27
CCN(CC(=O)Nc1c(F)cccc1F)C(=O)CNC(=O)c1ccc(C)s1	1	-0.7	5	3	-6	35	-38	1	8	6
CCOC(=O)N=S(N)(=O)c1ccc(Cl)cc1 (stereo not given)	19	0.0	-9	-1	-4	12	-24	6	-4	15

(more compounds)
SMILES	AI-2 QS modul	HIF act	aSyn UTR inh	HSP90 inh	HSF1 inh	Platelet DG rel	KLF5 inhibitor	SKKanGAS inh	IEC-6 cytotox	HSF-1 act
O=C(CSc1nc2scc(-c3ccccc3)c2c(=O)[nH]1)NCCc1ccccc1	4	0.0	5	0	0	-6	-24	24	6	-15
Cn1c(=O)c([N+](=O)[O-])c(NCc2ccccc2)c2ccccc21	18	-0.4	10	2	-3	-2	-37	-3	4	2
O=C(NC1CCN(Cc2ccccc2)CC1)C1CCCN(c2nnc(-n3cccc3)s2)C1 (stereo not given)	10	0.0	-14	3	-5	-1	-14	1	1	-8
Cc1cc(C)c(NC(=O)C2CCCN2CCOC(=O)c2cccc([N+](=O)[O-])c2)c(C)c1 (stereo not given)	-8	-0.2	-8	2	-2	-3	-28	-12	0	6
Cc1ccc(C)n1-c1ncn[nH]1	35	-0.5	-3	-1	-12	5	-1	-3	-2	-19
Cc1ccc2nc(NC(=O)C3CCN(S(=O)(=O)c4cc([N+](=O)[O-])ccc4Cl)CC3)sc2c1	11	-0.1	-5	-2	-1	7	14	25	2	10
COc1ccc(NC(=O)Cn2cnc3c(cnn3C(C)(C)C)c2=O)cc1OC	15	-0.5	5	-3	3	5	-14	2	4	22
COc1ccc(OC)c(CCNC(=O)CCn2nc(C)c3c(C)n(-c4ccccc4)nc3c2=O)c1	18	0.1	15	-5	-3	-7	-28	-3	-4	-4
CC1CCN(c2nc3c(=O)[nH]c(N)nc3n2[C@@H]2O[C@H](CO)[C@@H](O)[C@H]2O)CC1	23	-0.1	6	0	2	-2	-19	-1	2	-16
COc1cccc(N2CCN(c3ccc([N+](=O)[O-])cn3)CC2)c1	2	0.0	-39	12	8	0	-5	0	3	19
CC(=O)Nc1ccc(S(=O)(=O)Nc2nc3c(s2)CCCC3)cc1	4	0.2	-6	0	-4	-2	-26	-1	-7	10
O=C(NCCc1ccccc1Cl)C1CCN(S(=O)(=O)c2cccs2)CC1	52	-0.2	-11	1	-5	1	-48	-16	-3	-2
